High-throughput results from PubChem.
KOR beta-arrestin-1: kappa opioid receptor activators – cell-based, luminescence, uHTS, primary screen (AID 1777); KOR beta-arrestin recruitment, luminescence; higher % means a stronger effect; activation, % at 10 µM, or EC50 in µM where a hit was titrated; 280,000 compounds, 0.02% hits; in the data active means activation above about 50%, passing the limit was not always enough; further: a part of the inactive calls stands beside numbers as strong as those of hits
NOD2 inhibition: NOD2 signaling inhibitors, cell-based, luminescence, uHTS, HEK293 (AID 1566); inhibition, % at 4 µM; hits with a dose series show EC50 in µM; HEK293 NOD2/NF-kB luciferase reporter, luminescence; higher % means a stronger effect; 290,000 compounds, 0.63% hits; further: many of its hits are not listed in these tables
Yfh1-off respiration: mitochondrial function rescue without frataxin homolog – Friedreich's ataxia, plus single-dose screen, dose response (AID 1465) | 220,000 compounds, 0.074% hits | one-dose fold induction at 50 µM; EC50 in µM for titrated hits | S. cerevisiae Yfh1-off respiration, WST-1 reduction, 72 h; higher fold induction means a stronger effect;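 active means fold induction of absorbance versus untreated yeast above a set limit, then at least 30% activation at any dose in follow-up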;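 further: activators that raise dye reduction in frataxin-depleted yeast; strong numbers were not always called active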
AID2073: disruptors of CaV2.2 binding to Mint1 – biochemical, HTRF (AID 2073); 290,000 compounds, 0.19% hits; HTRF protein-protein interaction, Mint1-CaV2.2; higher % means a stronger effect; inhibition, % at 20 µM; hits with a dose series show IC50 in µM; in the data active means inhibition mostly above about 51%, no sharp cut-off; further: some results filed as inactive read as strong as hits
HIV peptide binding: cell-free HIV fusion peptide-binding blockers – biochemical, uHTS, fluorescence dequenching, primary screen (AID 1986) | cell-free peptide binding, fluorescence dequenching, 30 min; higher % means a stronger effect | inhibition, % at 20 µM, or IC50 in µM where a hit was titrated | 290,000 compounds, 0.3% hits; in the data active means inhibition mostly above about 52%, no sharp cut-off; inactive means mostly below about 76%; further: some results filed as inactive read as strong as hits
NS5 inhibitors: Dengue-2 NS5 methyltransferase inhibitors, primary screen, biochemical, confirmation dose response (AID 588689); one-dose inhibition, % at 25 µM; IC50 in µM for titrated hits; 340,000 compounds, 0.3% hits; Dengue-2 NS5 methyltransferase capping enzyme assay, biochemical; higher % means a stronger effect; in the data active means a potency from the dose series
KOR beta-arrestin-2: KOR antagonists, beta-arrestin recruitment, cell-based, luminescence, uHTS (AID 1778); KOR beta-arrestin recruitment, luminescence, antagonist mode; higher % means a stronger effect; 290,000 compounds, 0.091% hits; inhibition, % at 10 µM; hits with a dose series show IC50 in µM; further: strong numbers were not always called active
West Nile virus CPE: West Nile virus antiviral activity, cell-based, CPE readout (AID 1621) | West Nile virus-infected cells, CPE inhibition; higher % means a stronger effect | CPE inhibition, % at 10 µM, or IC50 in µM where a hit was titrated | 290,000 compounds, 0.02% hits; in the data active means a potency from the dose series; further: strong numbers were not always called active
NOD1 NF-kB reporter: NOD1 signaling inhibitors, primary screen, cell-based, luminescence, uHTS (AID 1578). NOD1-driven NF-kB luciferase reporter cells, luminescence; higher % means a stronger effect. inhibition, % at 4 µM, or EC50 in µM where a hit was titrated. 290,000 compounds, 1% hits; in the data active means inhibition mostly above about 36%, no sharp cut-off; inactive means mostly below about 34%;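 further: HEK-293T reporter cells stimulated with the NOD1 agonist gamma-tri-DAP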
NS5 inhibitors pilot replicate: recorded beside NS5 inhibitors, whose call it bears; inhibition, %; measured here: pilot screen replicate inhibition
Starred values were filed as active, the others as inactive; [ ] = remark or other dose. Unless noted, no stated cut-off is given here; in the data, active means inhibition above about 50%; inactive means the rest.

Screening Cc1ccc(CNC(=O)c2cc(S(=O)(=O)N3CCCC3)cn2C)cc1 returned KOR beta-arrestin-1 1.5%, NOD2 inhibition 12%, AID2073 11%, HIV peptide binding 2.8%, NS5 inhibitors -6%, KOR beta-arrestin-2 -24%[20 µM], West Nile virus CPE -0.5% and NOD1 NF-kB reporter 19%.
For O=C(Nc1nccs1)c1ccc(N2CCOCC2)c([N+](=O)[O-])c1 the results were KOR beta-arrestin-1 2.4%, NOD2 inhibition -40%, AID2073 -2%, HIV peptide binding -0.3%, NS5 inhibitors 1%, KOR beta-arrestin-2 -8%, West Nile virus CPE -0.5% and NOD1 NF-kB reporter -45%.
Screening CN(C)S(=O)(=O)c1cccc(NC(=O)COC(=O)COc2ccccc2[N+](=O)[O-])c1 returned KOR beta-arrestin-1 0.0%, NOD2 inhibition 22%, Yfh1-off respiration inactive, AID2073 -12%, HIV peptide binding 0.5%, NS5 inhibitors -1%, KOR beta-arrestin-2 -5%, West Nile virus CPE -0.2% and NOD1 NF-kB reporter -7%.
Screening Cc1ccc(N2C(=O)CSC2=S)cc1C returned KOR beta-arrestin-1 -3.5%, NOD2 inhibition 2%, Yfh1-off respiration inactive, AID2073 -1%, HIV peptide binding -0.5%, NS5 inhibitors 1%, KOR beta-arrestin-2 -31%, West Nile virus CPE 1.1% and NOD1 NF-kB reporter -44%.
COc1ccc(S(=O)(=O)N2CN(CCc3ccc(OC)c(OC)c3)c3nc4ccccc4nc32)cc1 was read as KOR beta-arrestin-1 -2.3%, NOD2 inhibition 5%, Yfh1-off respiration inactive, AID2073 -2%, HIV peptide binding 13%, NS5 inhibitors -4%, KOR beta-arrestin-2 9%, West Nile virus CPE -0.6% and NOD1 NF-kB reporter -26%.
Screening NNC(=O)C1CC1c1ccccc1 (configuration not stated) returned KOR beta-arrestin-1 -5.6%, NOD2 inhibition -16%, Yfh1-off respiration inactive, AID2073 3%, HIV peptide binding 0.3%, NS5 inhibitors -4%, KOR beta-arrestin-2 12%, West Nile virus CPE -0.2% and NOD1 NF-kB reporter 9%.
Screening CC(C)(C)NC(=O)NC(=O)COC(=O)CCC1CCCC1 returned KOR beta-arrestin-1 -2.5%, NOD2 inhibition 14%, Yfh1-off respiration inactive, AID2073 2%, HIV peptide binding -1.7%, NS5 inhibitors -4%, KOR beta-arrestin-2 3%, West Nile virus CPE -0.2% and NOD1 NF-kB reporter 0%.
CC(=O)C1=C(C)Nc2ncnn2C1c1ccc(C)cc1 (configuration not stated) was read as KOR beta-arrestin-1 0.9%, NOD2 inhibition -7%, AID2073 9%, HIV peptide binding -1.7%, NS5 inhibitors -8%, KOR beta-arrestin-2 14%, West Nile virus CPE -0.2% and NOD1 NF-kB reporter 1%.
Screening CCN1CCN(CCCNC(=O)c2ccc3c(Cl)c4c(nc3c2)CCCC4)CC1 returned KOR beta-arrestin-1 14%, NOD2 inhibition 15%, AID2073 -4%, HIV peptide binding 0.8%, NS5 inhibitors -12%, KOR beta-arrestin-2 -14%, West Nile virus CPE 44% and NOD1 NF-kB reporter -21%.
For CC(=O)OC[C@H]1O[C@@H](O/N=C/[C@@H](C)[C@H](OCc2ccccc2)C(C)C)[C@H](OC(C)=O)[C@@H](OC(C)=O)[C@@H]1OC(C)=O the results were KOR beta-arrestin-1 2.7%, NOD2 inhibition 21%, AID2073 1%, HIV peptide binding -1.0%, KOR beta-arrestin-2 -21% and NOD1 NF-kB reporter 43%.
For N#CCC(=O)Nc1ncc(Cc2ccccc2Cl)s1 the results were KOR beta-arrestin-1 -1.1%, NOD2 inhibition 11%, Yfh1-off respiration inactive, AID2073 -3%, HIV peptide binding 0.9%, NS5 inhibitors 6%, KOR beta-arrestin-2 -18%, West Nile virus CPE -0.3% and NOD1 NF-kB reporter -2%.
Screening O=C(N/N=C/c1ccc(OC(=O)c2ccccc2)cc1)c1ccc(CN2CCOCC2)cc1 returned KOR beta-arrestin-1 8.0%, NOD2 inhibition -8%, Yfh1-off respiration inactive, AID2073 18%, HIV peptide binding 0.9%, NS5 inhibitors -5%, KOR beta-arrestin-2 -32%, West Nile virus CPE -0.1% and NOD1 NF-kB reporter -9%.
CCOC(=O)Cc1csc(NC(=S)NC(=O)c2ccc([N+](=O)[O-])cc2)n1 was read as KOR beta-arrestin-1 17%, NOD2 inhibition 8%, Yfh1-off respiration inactive, AID2073 -3%, HIV peptide binding -2.6%, NS5 inhibitors 6%, KOR beta-arrestin-2 -29%, West Nile virus CPE 0.3% and NOD1 NF-kB reporter -7%.
Screening O=C(CSc1cccc2cccnc12)Nc1ccccc1F returned KOR beta-arrestin-1 0.4%, NOD2 inhibition 15%, AID2073 12%, HIV peptide binding -1.7%, NS5 inhibitors -15%, KOR beta-arrestin-2 11%, West Nile virus CPE 0.2% and NOD1 NF-kB reporter 0%.
For O=C1C(c2ccncc2)N(CCC2=CCCCC2)C(=O)CN1C1CCCCC1 (configuration not stated) the results were KOR beta-arrestin-1 4.5%, NOD2 inhibition 1%, Yfh1-off respiration inactive, AID2073 4%, HIV peptide binding 1.8%, NS5 inhibitors -2%, KOR beta-arrestin-2 5%, West Nile virus CPE -0.8% and NOD1 NF-kB reporter -6%.
Screening O=C(NNC(=O)C1CC=CCC1C(=O)O)c1ccc(Cl)cc1 (configuration not stated) returned KOR beta-arrestin-1 -0.9%, NOD2 inhibition 10%, Yfh1-off respiration inactive, AID2073 -4%, HIV peptide binding -3.4%, NS5 inhibitors -12%, KOR beta-arrestin-2 -9%, West Nile virus CPE 0.7% and NOD1 NF-kB reporter 6%.
For CSc1ccccc1NC(=O)c1cc(-c2ccco2)on1 the results were KOR beta-arrestin-1 1.2%, NOD2 inhibition 14%, AID2073 -8%, HIV peptide binding 2.0%, NS5 inhibitors -3%, KOR beta-arrestin-2 -13%, West Nile virus CPE 0.2% and NOD1 NF-kB reporter -39%.
Cc1[nH]c2ccccc2c1CN1CCN(c2ccccn2)CC1 was read as KOR beta-arrestin-1 3.7%, NOD2 inhibition 40%, Yfh1-off respiration inactive, AID2073 -10%, HIV peptide binding -1.0%, NS5 inhibitors 5%, KOR beta-arrestin-2 23%, West Nile virus CPE -0.1% and NOD1 NF-kB reporter 6%.
`COc1ccc(NC(=O)Cn2cnc3ccccc3c2=O)cc1OC` gave KOR beta-arrestin-1 -8.3%, NOD2 inhibition 2%, Yfh1-off respiration inactive, AID2073 1%, HIV peptide binding 1.2%, NS5 inhibitors -6%, KOR beta-arrestin-2 -34%[20 µM], West Nile virus CPE -0.2% and NOD1 NF-kB reporter -22%.
Screening COC(=O)c1c(NC(=S)NN2CCN(C)CC2)sc2c1CCC(C)C2 (configuration not stated) returned KOR beta-arrestin-1 -7.8%, NOD2 inhibition 27%, Yfh1-off respiration inactive, AID2073 5%, HIV peptide binding -2.7%, NS5 inhibitors 2%, KOR beta-arrestin-2 -89%[20 µM], West Nile virus CPE -1.8% and NOD1 NF-kB reporter -14%.
Cc1ccccc1-c1nnc(SCC(=O)Nc2cccc(C)c2C)o1 was read as KOR beta-arrestin-1 -1.9%, NOD2 inhibition 0%, Yfh1-off respiration inactive, AID2073 -7%, HIV peptide binding 1.1%, NS5 inhibitors 1%, KOR beta-arrestin-2 32%, West Nile virus CPE 0.9%, NOD1 NF-kB reporter -17% and NS5 inhibitors pilot replicate -0.1.
For O=C(c1ccc(Cl)c(Cl)c1)c1cc(-c2ccccn2)c(N2CCOCC2)s1 the results were KOR beta-arrestin-1 53%, NOD2 inhibition 3%, Yfh1-off respiration inactive, AID2073 33%, HIV peptide binding 8.8%, NS5 inhibitors -10%, KOR beta-arrestin-2 -2%, West Nile virus CPE -0.2%, NOD1 NF-kB reporter 36% and NS5 inhibitors pilot replicate -2.4.
Clc1nc(-c2n[nH]nc2Cl)n[nH]1 was read as KOR beta-arrestin-1 0.2%, NOD2 inhibition 5%, Yfh1-off respiration inactive, AID2073 0%, HIV peptide binding 2.8%, NS5 inhibitors 3%, KOR beta-arrestin-2 19%, West Nile virus CPE 0.4% and NOD1 NF-kB reporter -14%.
`NC1=NC(c2cccc(O)c2)n2c(nc3ccccc32)N1` (configuration not stated) gave KOR beta-arrestin-1 -1.1%, NOD2 inhibition -4%, Yfh1-off respiration inactive, AID2073 -6%, HIV peptide binding 0.8%, NS5 inhibitors -5%, KOR beta-arrestin-2 -34%, West Nile virus CPE -0.3% and NOD1 NF-kB reporter 5%.

The final 3 records of the part before come first, to join the parts.
For O=C(c1ccc(Cl)c(Cl)c1)c1cc(-c2ccccn2)c(N2CCOCC2)s1 the results were KOR beta-arrestin-1 53%, NOD2 inhibition 3%, Yfh1-off respiration inactive, AID2073 33%, HIV peptide binding 8.8%, NS5 inhibitors -10%, KOR beta-arrestin-2 -2%, West Nile virus CPE -0.2%, NOD1 NF-kB reporter 36% and NS5 inhibitors pilot replicate -2.4.
Clc1nc(-c2n[nH]nc2Cl)n[nH]1 was read as KOR beta-arrestin-1 0.2%, NOD2 inhibition 5%, Yfh1-off respiration inactive, AID2073 0%, HIV peptide binding 2.8%, NS5 inhibitors 3%, KOR beta-arrestin-2 19%, West Nile virus CPE 0.4% and NOD1 NF-kB reporter -14%.
`NC1=NC(c2cccc(O)c2)n2c(nc3ccccc32)N1` (configuration not stated) gave KOR beta-arrestin-1 -1.1%, NOD2 inhibition -4%, Yfh1-off respiration inactive, AID2073 -6%, HIV peptide binding 0.8%, NS5 inhibitors -5%, KOR beta-arrestin-2 -34%, West Nile virus CPE -0.3% and NOD1 NF-kB reporter 5%.
CCc1nnc(NC(=O)C2CCCN2C(=O)Nc2ccc(C)cc2)s1 (configuration not stated) was read as KOR beta-arrestin-1 -0.7%, NOD2 inhibition 5%, AID2073 5%, HIV peptide binding 0.6%, NS5 inhibitors 7%, KOR beta-arrestin-2 14%, West Nile virus CPE 0.0% and NOD1 NF-kB reporter -52%.
Screening Cn1c(CO)cnc1-c1ccccc1 returned KOR beta-arrestin-1 5.5%, NOD2 inhibition 21%, Yfh1-off respiration inactive, AID2073 17%, HIV peptide binding -0.7%, NS5 inhibitors -10%, KOR beta-arrestin-2 -1%, West Nile virus CPE 0.0% and NOD1 NF-kB reporter -4%.
`CCOC(=O)C1=C(C)NC(C)=C(C(=O)OCC)C1C(=O)O` gave KOR beta-arrestin-1 1.2%, NOD2 inhibition -4%, Yfh1-off respiration inactive, AID2073 -4%, HIV peptide binding 6.5%, NS5 inhibitors -4%, KOR beta-arrestin-2 31%, West Nile virus CPE -0.2% and NOD1 NF-kB reporter 3%.
COc1cc(CC(NC(C)=O)C(=O)NC2CCN(c3nc(OC)nc(OC)n3)CC2)cc(OC)c1 (configuration not stated) was read as KOR beta-arrestin-1 1.2%, NOD2 inhibition 8%, Yfh1-off respiration inactive, AID2073 13%, HIV peptide binding 1.1%, NS5 inhibitors -2%, KOR beta-arrestin-2 12%, West Nile virus CPE 0.2% and NOD1 NF-kB reporter -9%.
`C=CCc1cccc2cc(C(=O)NNC(=O)CC#N)c(=O)oc12` gave KOR beta-arrestin-1 -2.9%, NOD2 inhibition 9%, Yfh1-off respiration inactive, AID2073 -3%, HIV peptide binding 7.1%, NS5 inhibitors 10%, KOR beta-arrestin-2 25%, West Nile virus CPE 0.6% and NOD1 NF-kB reporter 4%.

A portion of the library; count on the stated rates, not on these rows.
